Screening data: PubChem, The Scripps Research Institute Molecular Screening Center
Tn7 DDE FP: disrupts Tn7 cyclic peptide binding to fibrin D-Dimer-E complex | P02675 | FP displacement of FITC-Tn7 peptide from fibrin DD(E); 0% = median of compound wells per plate | inhibition, % at 8.3 µM | 370,000 tested, 0.13% active | AID 720508;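 active = inhibition above the mean of compounds falling within the control limits plus 3 SD of them, cut at about 14% in these data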;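 also: 0% = plate median of compound wells and 100% = 10 µM Aha-Tn7 peptide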
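Assay system: Fibrin-DD(E) protein isolated from polymerized human fibrin clots; read-out basis: percent inhibition; medium: Tris/NaCl/CaCl2 buffer, pH 7.8; signal: FP measurement; incubation: 10 min plus 3 h, room temperature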
ARFGAP1 inh: inhibits rat ARF GTPase activating protein 1; Q62848; Arfgap1-stimulated ARF1 GTP hydrolysis, GDP FP detection; inhibition, % at 16.5 µM; 360,000 tested, 0.26% active;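 active = inhibition above a per-plate limit, mean inhibition of low control wells plus 3 SD, cut at about 25% in these data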;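 also: 0% = DMSO wells with enzyme and 100% = wells lacking Arfgap1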
Target sequence (Q62848 1-136 limits assumed): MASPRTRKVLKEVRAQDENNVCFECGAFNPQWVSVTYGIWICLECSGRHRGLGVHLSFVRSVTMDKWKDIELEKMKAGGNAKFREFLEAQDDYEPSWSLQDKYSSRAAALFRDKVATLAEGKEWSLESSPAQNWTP
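Assay system: purified rat His6-Arfgap1 residues 1-136 (GAP domain); Reagent: human Δ17 ARF1 bound to GTP; Dosing: 16.5 µM single point, 1.26% DMSO; Times: GTP hydrolysis reaction 2 h at 25 °C; Signal: FP, GDP Alexa 633 tracer displaced from anti-GDP antibody, 620/688 nm; Measure: % inhibition from polarization.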
proKLK7 act: activators of human kallikrein-7 zymogen. activation, % at 7 µM. P49862. purified proKLK7, EDANS-DABCYL substrate fluorescence; 100% is mature enzyme control, 0% vehicle. 370,000 tested, 0.9% active. AID 652039;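 active = activation above the mean of all tested compounds plus 3 SD, computed per campaign excluding outliers beyond control limits, cut at about 13% in these data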
TDP2 inh: TDP2 (human) inhibition, absorbance primary screen. O95551. recombinant TDP2, T5PNP hydrolysis, p-nitrophenol absorbance 415 nm. inhibition, % at 12.8 µM. 370,000 tested, 0.34% active;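 active = inhibition above the mean of all tested compounds plus 3 SD, set per campaign, cut at about 25% in these data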;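 also: 0% = DMSO with enzyme and 100% = buffer with substrate but no TDP2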
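Test system: Human TDP2 enzyme | Reagent: 5 mM T5PNP | Compound dosing: 12.8 µM single point, 1% DMSO | Incubation: Enzyme reaction with compound for 2 h at 37 °C | Technique: p-Nitrophenol epi absorbance | Read-out: % inhibition relative to enzyme-containing and enzyme-free wells | Benchmarks: High control without enzyme, low control DMSO plus TDP2 | Replicates: Singlicate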
PLC-gamma1 inh: inhibitors of human phospholipase C gamma1; 370,000 tested, 0.84% active; P19174; purified PLC-gamma1, fluorogenic substrate, fluorescence; inhibition, % at 12.2 µM; AID 720700; in the data active = inhibition above about 9.5%
ASAP1 inh: ASAP1 ArfGAP inhibition. Q9ULH1. 360,000 tested, 0.19% active. ASAP1-stimulated ARF1 GTP hydrolysis, GDP FP detection. inhibition, % at 16.5 µM. AID 624377; in the data active = inhibition above about 25%;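 also: 0% = vehicle with enzyme and substrate and 100% = no enzyme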
LEDGF integ inh: blocks HIV-1 LEDGF/p75-dependent DNA integration; AID 743269; TR-FRET IN-LEDGF/p75 DNA integration, Eu/Cy5; 370,000 tested, 0.64% active; inhibition, % at 3.7 µM;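 active = inhibition above the screen-wide mean plus 3 SD, cut at about 13% in these data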;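 also: signal is the Cy5 over europium emission ratio at 671 and 618 nm; 0% = plate median of compound wells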
ADAM10 inh: inhibitors of human ADAM10; recombinant ADAM10, EDANS/DABCYL FRET peptide cleavage, 3 h; 370,000 tested, 0.62% active; O14672; inhibition, % at 7 µM; AID 720582;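 active = inhibition above a per-campaign cutoff equal to the mean of compounds falling between control-based bounds plus 3 SD, cut at about 20% in these data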;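 also: 0% = DMSO wells while the 100% control is not disclosed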
Target sequence (O14672 214-748 limits assumed): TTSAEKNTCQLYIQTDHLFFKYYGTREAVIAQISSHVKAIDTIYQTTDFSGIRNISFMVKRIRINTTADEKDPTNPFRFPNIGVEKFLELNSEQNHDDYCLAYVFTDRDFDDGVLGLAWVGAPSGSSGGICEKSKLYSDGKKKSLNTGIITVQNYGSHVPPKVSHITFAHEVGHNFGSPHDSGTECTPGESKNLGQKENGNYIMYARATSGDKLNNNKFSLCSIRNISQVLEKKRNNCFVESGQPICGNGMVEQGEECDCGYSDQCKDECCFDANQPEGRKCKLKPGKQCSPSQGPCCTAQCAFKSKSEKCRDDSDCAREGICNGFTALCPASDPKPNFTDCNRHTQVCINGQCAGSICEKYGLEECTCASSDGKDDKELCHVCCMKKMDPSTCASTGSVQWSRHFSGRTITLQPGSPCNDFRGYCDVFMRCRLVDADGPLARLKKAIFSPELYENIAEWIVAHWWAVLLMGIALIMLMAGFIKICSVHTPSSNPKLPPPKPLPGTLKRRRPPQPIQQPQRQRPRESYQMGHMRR
ADAM17 inh: inhibitors of human ADAM17; P78536; recombinant ADAM17, EDANS/DABCYL FRET peptide cleavage; inhibition, % at 6.95 µM; 370,000 tested, 0.83% active;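 active = inhibition above the mean of compounds lying between control limits plus 3 SD, set per campaign, cut at about 8.5% in these data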;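 also: 0% = DMSO-only wells as the low control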
Tn6 DDE FP: inhibitors of Tn6 peptide binding to human fibrin DD(E); Fibrin DD(E) TRITC-Tn6 fluorescence polarization displacement; AID 720509; 370,000 tested, 0.21% active; inhibition, % at 8.3 µM; P02675;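 active = inhibition above a per-campaign cutoff: mean of compounds within control limits plus 3 SD, cut at about 15% in these data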;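 also: 0% = median of all compound wells on the plate and 100% = blocking peptide control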
Numbers without * were called inactive; . = not tested or not shown.

SMILES	Tn7 DDE FP	ARFGAP1 inh	proKLK7 act	TDP2 inh	PLC-gamma1 inh	ASAP1 inh	LEDGF integ inh	ADAM10 inh	ADAM17 inh	Tn6 DDE FP
C/C=C1\NC(=O)[C@H](C)NC(=O)[C@@H](NC(=O)[C@H](Cc2ccc(O)cc2)NC(=O)[C@@H](NC(=O)/C(C)=C/C)C(C)C)[C@@H](C)OC(=O)[C@H](CC(C)C)NC(=O)[C@@H](CCC(=O)O)NC1=O	-1	-8	0.1	2	3	3	-1	-8	-5	-3
CCN(CC)CCNC(=O)C(=O)Nc1cc2c3c(c1)CCN3C(=O)CC2	-2	8	-0.1	-16	1	-5	-2	5	-1	2
Cc1cccc(-c2nnc(SCC#N)n2-c2ccccc2)c1	-5	-2	-0.2	10	-1	-10	-2	-9	-7	0
COCOCCn1cc(CN2CCS(=O)(=O)N(Cc3ccc(-c4ccc(OC)cc4)cc3)C(C(C)C)C2=O)nn1 (stereo unspecified)	2	-8	0.4	-1	2	0	3	13	7	-7
CCN(CC)C(NC(=O)Cc1ccccc1)C(Cl)(Cl)Cl (stereo unspecified)	3	-1	0.4	-1	-2	-4	-6	-8	-2	0
CCCCOP(=O)(OCCCC)C1(NS(=O)(=O)c2ccccc2)C=CC(=O)c2ccccc21 (stereo unspecified)	2	8	-0.5	17	-12	-2	13	-14	-3	-8
CCCn1c(N)c(N(CCOC)C(=O)c2ccccc2F)c(=O)[nH]c1=O	-2	1	-0.3	-7	3	5	1	1	2	0
CCc1ccc(NC(=O)N2CCN(c3ccccc3)CC2)cc1	9	-6	-0.4	0	0	2	-1	4	0	5
CNC(=S)NNC(=O)CCn1nc(C)c(Br)c1C	-4	0	0.0	10	3	-11	-1	-1	-4	-12
O=C(NCc1ccccc1)C1Nc2ccc(OC(F)(F)F)cc2C2C=CCC12 (stereo unspecified)	3	-10	0.0	-3	-23	10	22*	-17	-7	5
O=C(O)c1cc2c(o1)CCC/C2=N\O	-7	-2	-0.6	3	-4	-7	5	-8	-4	-2
O=C(Nc1ccccc1)Nc1sccc1-c1nc2ccccc2s1	2	4	35*	6	-304	-3	2	-67	-29	-1
Cc1ccc(CNC(=O)COc2ccccc2-c2ccccc2)cc1	-8	-2	-0.6	-8	3	-17	0	12	6	-2
CC(C)CCN(C)C1CCN(C(=O)NCc2ccccc2)CC1	3	.	-0.8	-21	5	.	3	14	9	-6
Cc1ccc(CC(=O)N(C)CC(=O)N(CC(C)C)c2c(N)n(CC(C)C)c(=O)[nH]c2=O)cc1C	-2	-4	0.2	-6	-3	-7	-3	-4	0	2
Cc1ccc(NC(=S)N/N=C2\CC(C)(C)Oc3ccc(O)cc32)cc1	6	7	-3.4	-5	-200	-4	-3	-14	-15	3
O=C(COC(=O)Cc1ccsc1)Nc1ccc(Br)cc1F	6	-6	-0.7	9	-1	-9	2	-3	-2	5
COc1ccc(-c2n[nH]c(C)c2-c2cc(OC)ccc2O)cc1	3	-1	-0.4	-6	2	4	3	-8	0	0
CCCCN(CC)C(=O)c1ccc(-c2ccccc2)cc1	-9	-7	0.4	-18	1	-11	8	12	1	-8
Cc1cc(Oc2cnn(C(C)(C)C)c(=O)c2Cl)cc(C(C)C)c1	-3	-9	-0.7	0	3	-3	2	4	0	1
CCCCOc1ccccc1NC(=O)CC1Nc2ccccc2NC1=O (stereo unspecified)	-3	8	-3.0	-13	-62	5	-1	-33	-4	-7
O=C(NCc1ccc(Cl)cc1)c1ccc(CSc2nc3ccncc3[nH]2)cc1	0	-4	0.1	-4	0	-4	-6	-3	-4	-2
Cc1nn(CC(=O)NCCCN2CCCC2=O)c(C)c1[N+](=O)[O-]	1	-7	0.1	-8	-3	-9	-2	15	1	7
CCc1nnc(NC(=O)CCC(=O)NCCc2ccc(OC)c(OC)c2)s1	-4	10	0.2	-19	5	3	1	6	5	-3
CCn1c(=O)c2ccccc2n(Cc2ccccc2C)c1=O	0	-7	-0.1	6	2	-5	-3	7	-3	3
SMILES	Tn7 DDE FP	ARFGAP1 inh	proKLK7 act	TDP2 inh	PLC-gamma1 inh	ASAP1 inh	LEDGF integ inh	ADAM10 inh	ADAM17 inh	Tn6 DDE FP
O=C(O)CCCCCN1C(=O)C(=O)/C(=C(/O)c2ccccc2)C1c1ccccc1 (stereo unspecified)	-2	9	-0.2	-11	4	-2	6	3	4	-2
CCN1C(=O)N[C@@H](c2ccccc2)[C@H](C(C)=O)[C@H]1C	-1	11	-0.6	-4	3	-1	-1	1	-1	0
C=CCn1cnc2c(c1=O)c1nc3ccccc3nc1n2/N=C/c1ccccn1	6	-7	-1.4	-9	-3	5	0	-17	-5	10
O=C(OCC(O)C(O)COC(=O)c1ccccc1)c1ccccc1 (stereo unspecified)	-3	-1	-0.2	11	1	0	0	-2	-1	-7
COc1ccc(-c2noc(C3CCCN(C(=O)Nc4ccccc4F)C3)n2)cc1 (stereo unspecified)	6	2	-0.1	-5	0	-21	1	-3	-2	2
COC(CNC(=O)c1cccc2c1C(=O)N(Cc1cccnc1)C2)OC	0	-2	0.1	-2	-1	-13	-2	1	0	3
Cc1cc2n(n1)C(c1ccccc1Cl)Nc1ccccc1-2 (stereo unspecified)	1	3	0.0	-2	-13	-6	2	-134	-34	-2
CCCCNS(=O)(=O)c1ccc(NC(=O)Cc2ccccc2[N+](=O)[O-])cc1	-1	8	-0.3	9	-1	11	2	5	2	-1
O=C(Cc1ccccc1)Nc1ccc(N2CCCCC2)cc1	-8	-6	0.5	-16	3	6	0	3	6	12
C=CCOC(=O)C1=C(C)OC(N)=C(C#N)C1c1ccc(OC)c(CSc2ccccn2)c1 (stereo unspecified)	-4	11	0.5	-3	1	3	-1	-7	3	-5
O=C(Nc1ccccn1)c1cccc(S(=O)(=O)N2CCc3ccccc3C2)c1	6	-2	0.1	5	0	3	2	-1	0	-4
COCCN(C(=O)CSc1nnc(C)n1Cc1ccccc1)c1c(N)n(CC(C)C)c(=O)[nH]c1=O	-2	7	-0.5	6	1	-10	1	2	-1	1
CC(=O)c1cn(C)c(=O)[nH]c1=O	-1	2	0.0	3	0	2	5	4	-1	-4
COc1ccc(OC)c(-c2cc(C(=O)N/N=C/c3cc(OC)c(OC)cc3OC)c3ccccc3n2)c1	0	9	0.0	5	-7	11	-1	-9	-1	6
O=C(NCCS(=O)(=O)N1CCCCCC1)c1ccc(F)cc1	-2	14	0.4	7	2	16	0	-4	-5	-3
COc1ccc(/C=C/C(=O)N[C@H](C(=O)O)C(C)C)cc1	-4	9	-0.1	-3	-2	4	-1	-10	-6	9
COc1ccccc1NC(=O)C(C)OC(=O)/C(=C/c1ccccc1)NC(C)=O (stereo unspecified)	-1	-10	0.7	-16	-2	5	1	-5	3	5

Filtered by structure, the compounds so far containing an NH in an aromatic ring (six)
SMILES	Tn7 DDE FP	ARFGAP1 inh	proKLK7 act	TDP2 inh	PLC-gamma1 inh	ASAP1 inh	LEDGF integ inh	ADAM10 inh	ADAM17 inh	Tn6 DDE FP
CCCn1c(N)c(N(CCOC)C(=O)c2ccccc2F)c(=O)[nH]c1=O	-2	1	-0.3	-7	3	5	1	1	2	0
Cc1ccc(CC(=O)N(C)CC(=O)N(CC(C)C)c2c(N)n(CC(C)C)c(=O)[nH]c2=O)cc1C	-2	-4	0.2	-6	-3	-7	-3	-4	0	2
COc1ccc(-c2n[nH]c(C)c2-c2cc(OC)ccc2O)cc1	3	-1	-0.4	-6	2	4	3	-8	0	0
O=C(NCc1ccc(Cl)cc1)c1ccc(CSc2nc3ccncc3[nH]2)cc1	0	-4	0.1	-4	0	-4	-6	-3	-4	-2
COCCN(C(=O)CSc1nnc(C)n1Cc1ccccc1)c1c(N)n(CC(C)C)c(=O)[nH]c1=O	-2	7	-0.5	6	1	-10	1	2	-1	1
CC(=O)c1cn(C)c(=O)[nH]c1=O	-1	2	0.0	3	0	2	5	4	-1	-4
